Source: PubChem
IMPase cell inh – qHTS Assay for Identifying the Cell-Membrane Permeable IMPase Inhibitors; AID 901, 2007; inhibition (IP1 accumulation), % at 46.1 µM; 120,000 tested, under 10 active; CHO-M1 cells, IP1 accumulation, HTRF TR-FRET ratio; active means well fitted curve in the direction sought with a large enough effect in the signal ratio, not every such curve was filed as active; inconclusive means small, poorly fitted or top-dose-only effect, or a change in a side signal; inactive means no such curve, though single readings can be large or run the other way; the % refers to the signal ratio;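 further: cells stimulated with carbachol in lithium chloride buffer; plate controls were DMSO basal wells for no effect and reference inhibitor wells for full effect; higher means more IMPase inhibition seen as more IP1 and lower FRET ratio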
Target sequence (P97697 whole entry, looked up): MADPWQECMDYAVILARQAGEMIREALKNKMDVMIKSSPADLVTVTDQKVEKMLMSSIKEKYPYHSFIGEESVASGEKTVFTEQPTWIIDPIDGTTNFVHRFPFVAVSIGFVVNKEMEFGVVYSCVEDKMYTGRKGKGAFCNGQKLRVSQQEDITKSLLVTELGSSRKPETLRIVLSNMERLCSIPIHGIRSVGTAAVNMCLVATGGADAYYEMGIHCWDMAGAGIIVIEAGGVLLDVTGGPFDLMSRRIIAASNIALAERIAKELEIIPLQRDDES
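Carbachol-driven Gq signalling in CHO-M1 cells (2000/well) generates IP1. Compounds that block IMPase raise IP1 and so reduce the FRET signal from Eu-anti-IP1 and d2-IP1 after a 10 min room-temperature lysis.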
ALOX15B inhib – qHTS Assay for Inhibitors of 15-hLO-2 (15-human lipoxygenase 2); actives 0.56% (n = 110,000); purified 15hLO-2, xylenol orange hydroperoxide absorbance; Potency, µM (doses to about 57.1 µM), for the others: at the top dose activity change, negative = inhibition, hits mostly inhibitors; AID 881, 2007; further: potency means the concentration at half of the fitted maximal effect; nearly all actives have a fitted effect of over 60% in size; many of its hits are not listed in these tables
Target sequence (O15296 whole entry, looked up): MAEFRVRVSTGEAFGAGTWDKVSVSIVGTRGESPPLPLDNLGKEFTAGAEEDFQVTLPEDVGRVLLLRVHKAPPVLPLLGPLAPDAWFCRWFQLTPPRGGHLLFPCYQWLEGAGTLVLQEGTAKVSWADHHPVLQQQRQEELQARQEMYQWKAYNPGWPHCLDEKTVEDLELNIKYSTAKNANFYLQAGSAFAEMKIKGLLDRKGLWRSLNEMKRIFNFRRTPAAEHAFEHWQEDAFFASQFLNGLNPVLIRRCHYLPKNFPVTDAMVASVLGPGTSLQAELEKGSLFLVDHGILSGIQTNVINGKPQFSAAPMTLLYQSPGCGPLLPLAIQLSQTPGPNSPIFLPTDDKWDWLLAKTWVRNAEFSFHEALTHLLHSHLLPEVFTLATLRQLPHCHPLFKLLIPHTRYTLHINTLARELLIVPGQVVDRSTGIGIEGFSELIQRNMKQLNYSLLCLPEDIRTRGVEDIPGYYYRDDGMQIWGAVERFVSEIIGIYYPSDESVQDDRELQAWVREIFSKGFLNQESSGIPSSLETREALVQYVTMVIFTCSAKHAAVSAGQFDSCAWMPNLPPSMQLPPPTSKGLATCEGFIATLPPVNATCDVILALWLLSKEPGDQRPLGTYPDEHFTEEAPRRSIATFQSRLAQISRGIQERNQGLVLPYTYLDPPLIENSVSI
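Screening format was qHTS against 50 nM purified 15hLO-2 in Hepes pH 7.5 with detergent. Activity follows hydroperoxide formation from 45 uM arachidonic acid, measured as 573:405 nm absorbance ratio of the ferric-xylenol orange complex.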
PNC assembly inh – High Content Assay for Compounds that inhibit the Assembly of the Perinucleolar Compartment; actives 3.1% (n = 140,000); activity change (PNC), negative = inhibition, % at 10 µM; AID 2417, 2010; PC3M PTB-GFP, PNC prevalence imaging, 16 h; hits give low values;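 active means readout at or below -70, meaning at least 70% loss of cells showing the perinucleolar compartment, a nuclear body marking cancer cells; inconclusive means readout between -30 and a set limit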;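 further: plate controls were DMSO wells for no effect and camptothecin positive control wells for full effect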
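Compounds are pinned in duplicate onto adhered PC3M cells stably expressing GFP-tagged PTB and incubated 16 h at 37 C. Cells are then fixed, nuclei stained with Hoechst, and PNC-positive cells counted.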
ALOX12 inhib – qHTS Assay for Inhibitors of 12-hLO (12-human lipoxygenase) | Polyunsaturated fatty acid lipoxygenase ALOX12 (Homo sapiens), P18054 | purified 12-hLO, xylenol orange hydroperoxide absorbance | Potency, µM (titrated, usually from 57.1 µM), for inactives: at the highest dose activity change, negative = inhibition, actives largely listed as inhibitors | actives 0.12% (n = 150,000) | AID 1452, 2008; further: potency means the concentration at half of the fitted maximal effect; nearly all actives have a fitted effect of over 55% in size; many of its hits are not listed in these tables
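Hydroperoxide output read as Fe(III)-xylenol orange absorbance, 573-to-405 nm ratio, after 30 min reaction with 40 uM arachidonic acid. Enzyme: 150 nM purified human 12hLO, 15 min compound preincubation; 25 mM Hepes pH 7.0, room temperature.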
* = called active by the depositor; ? = inconclusive; · = no result given; [ ] = another dose, or the depositor's remark. Unless noted, the call rests on the fitted dose curve; in most records, active means well fitted curve in the direction sought with a large enough effect; inconclusive means small, poorly fitted or top-dose-only effect, or another doubt; inactive means no such curve, though single readings can be large; an effect the other way counts as inactive or inconclusive. Unless noted, on the % scale 0 is the no-effect control and ±100 the full control effect. Some of the compounds tested; rates above refer to the full screens.

1) O=C(OCCN1CCN(c2ncc(C(F)(F)F)cc2Cl)CC1)c1ccc(Cl)cc1
2) CN1C[C@@H]2C(c3ccc(Cl)nc3)C3(c4ccc(C#N)cc4)CC2(C3)[C@H]1c1ccccc1 (stereo not given in full)
3) CCOC(=O)c1nonc1NC(C)=O
4) COc1cc2c(cc1OC)C(C(=O)Nc1ccccn1)C(c1cccnc1)N(C)C2=O (stereo not given)
5) CCOc1ccccc1-c1nn2c(Cc3ccccc3)nnc2s1
6) O=C(CCc1ccccc1)Nc1ccncc1
7) O=C(O)c1cccnc1SC1CC(=O)N(CCc2ccccc2)C1=O (stereo not given)
8) C=CCOC(=O)/C(=C/c1ccco1)NC(=O)/C=C/c1ccccc1
9) CCc1cccc(C)c1NC(=O)CNCc1ccccc1
10) O=c1[nH]c(/C(Cl)=C/c2c(F)cccc2Cl)nc2cc(Cl)ccc12

| compound no. | 1 | 2 | 3 | 4 | 5 | 6 | 7 | 8 | 9 | 10 |
| --- | --- | --- | --- | --- | --- | --- | --- | --- | --- | --- |
| IMPase cell inh | -9.5 | · | 2.2 | -2.8 | 8.8 | -9.5 | -7.5 | -0.9 | -4.4 | · |
| ALOX15B inhib | 39.3%[activator] | -2.6% | · | -6.4% | -1.3% | 2.5% | 1.1% | -4.0% | · | · |
| PNC assembly inh | 27.1 | · | -100.0* | 41.1 | 12.0 | 32.7 | 14.7 | -0.2 | -27.1 | 43.7 |
| ALOX12 inhib | 2.1% | -1.4% | 5.1% | -1.4% | -9.6% | -0.9% | 0.4% | -18.1% | -3.4% | -18.8% |

11) O=C(CCCc1nc2ccccc2s1)NC(c1ccccc1)c1ccccc1
12) Cc1ccc2nc(/C(C#N)=C\c3ccc([N+](=O)[O-])o3)[nH]c2c1
13) COc1ccccc1/C=C/C(=O)NC(=S)N(C)C1CCCCC1
14) O=C(CCn1cnc2ccccc21)N/N=C/c1ccc(O)cc1
15) CC(=O)c1ccc(NC(=O)C(Cc2ccccc2)NC(=O)c2ccco2)cc1 (stereo not given)
16) CN(C(=O)c1cccc(C#N)c1)c1nnc(C2CCOC2)s1 (stereo not given)
17) CCCn1nnc(NC(=O)c2ccccc2Br)n1
18) CCOC(=O)c1ccc2nc(Nc3nc4ccc(F)cc4s3)sc2c1
19) O=C(O)c1ccccc1NS(=O)(=O)c1ccccc1C(F)(F)F
20) CC(C)(C)C(=O)Nc1ccc2oc(-c3cc(F)c(F)cc3Cl)nc2c1

| compound no. | 11 | 12 | 13 | 14 | 15 | 16 | 17 | 18 | 19 | 20 |
| --- | --- | --- | --- | --- | --- | --- | --- | --- | --- | --- |
| IMPase cell inh | -12.3 | 3.1 | -0.6 | · | 2.7 | 11.0 | 4.9 | · | -0.7 | -4.1 |
| ALOX15B inhib | · | ? | ? | · | -5.8% | -0.7% | 2.7% | · | -2.7% | 1.9% |
| PNC assembly inh | 32.9 | 32.3 | -1.5 | 39.2 | 37.7 | -4.4 | -12.7 | -106.7* | ? | 30.0 |
| ALOX12 inhib | -0.5% | -4.5% | ? | 0.0% | -6.5% | -0.7% | 2.8% | 1.8% | -3.4% | -2.7% |

A draw from above in order of molecular weight, ascending:
12) Cc1ccc2nc(/C(C#N)=C\c3ccc([N+](=O)[O-])o3)[nH]c2c1
16) CN(C(=O)c1cccc(C#N)c1)c1nnc(C2CCOC2)s1 (stereo not given)
19) O=C(O)c1ccccc1NS(=O)(=O)c1ccccc1C(F)(F)F
11) O=C(CCCc1nc2ccccc2s1)NC(c1ccccc1)c1ccccc1

| compound no. | 12 | 16 | 19 | 11 |
| --- | --- | --- | --- | --- |
| IMPase cell inh | 3.1 | 11.0 | -0.7 | -12.3 |
| ALOX15B inhib | ? | -0.7% | -2.7% | · |
| PNC assembly inh | 32.3 | -4.4 | ? | 32.9 |
| ALOX12 inhib | -4.5% | -0.7% | -3.4% | -0.5% |

The list goes on:
21) Clc1ccc(Oc2cccc(/C=N/n3cnnc3)c2)cc1
22) CCc1ccccc1NC(=O)/C(=C/c1ccccc1)c1ccccc1
23) CCN(CC)CC(C)CNC(=O)CC(C(=O)N1CCc2ccccc21)n1ccnc1 (stereo not given)
24) CCCc1cc(=O)[nH]c(SCC(=O)c2cc(C)n(C3CC3)c2C)n1
25) Cc1c(Nc2ncnc3nc[nH]c23)c(=O)n(-c2ccccc2)n1C
26) CCOC(=O)C1=C(C)NC(SCC(=O)O)=NC1c1ccccc1 (stereo not given)
27) COc1cc(C(C)=O)ccc1OCC(O)CN1CCN(S(=O)(=O)c2ccccc2)CC1 (stereo not given)
28) CCOc1ccc(Nc2nc(Cc3nnc(SCC(N)=O)o3)cs2)cc1
29) O=C1Nc2ccccc2/C1=N/c1sc2c(c1C(=O)NCCc1ccccc1)CCCC2
30) CN(C(=O)COC(=O)c1ccc2c(c1)NC(=O)CS2)C1CCS(=O)(=O)C1 (stereo not given)

| compound no. | 21 | 22 | 23 | 24 | 25 | 26 | 27 | 28 | 29 | 30 |
| --- | --- | --- | --- | --- | --- | --- | --- | --- | --- | --- |
| IMPase cell inh | 9.9 | 4.1 | -8.2 | -2.2 | -3.5 | 8.0 | 4.1 | 4.0 | 0.0 | 1.9 |
| ALOX15B inhib | 5.2% | -2.1% | · | -2.3% | · | -1.9% | -0.9% | 3.9%[2.29 µM] | ? | -7.1% |
| PNC assembly inh | ? | 38.8 | 13.1 | 38.4 | -16.4 | 5.5 | 10.7 | -6.6 | 32.6 | 29.0 |
| ALOX12 inhib | -8.0% | -3.9% | -0.6% | -11.7% | -2.1% | -6.6% | -2.9% | -7.6% | -26.4% | -2.5% |

31) O=C(CSc1nnc(-c2ccncc2)n1Cc1ccccc1)Nc1nccs1
32) COc1cc(/C=C2\SC(N3CCc4ccccc4C3)=NC2=O)cc(OC)c1OC
33) Cc1cc(C(=O)Nc2ccccn2)no1
34) COc1ccc(C(=O)COC(=O)CCn2nnc(-c3cccs3)n2)cc1
35) COc1ccccc1C1/C(=C(/O)c2ccc(Cl)cc2)C(=O)C(=O)N1CCN1CCOCC1 (stereo not given)
36) CCn1ncc(C2=NOC(C(=O)N3CCN(c4ccccc4)CC3)C2)c1C (stereo not given)
37) CCOc1cc(C2NN=C(c3ccccc3)S2)ccc1OCc1ccc(F)cc1 (stereo not given)
38) CCn1c2ccccc2c2cc(/C=N/NC(=O)c3ccccc3C)ccc21
39) COc1ccc(C(C[N+](=O)[O-])n2nc(C)cc2C)cc1 (stereo not given)
40) Cn1cccc1/C=N/NC(=O)c1cc(-c2cccs2)nc2ccccc12

| compound no. | 31 | 32 | 33 | 34 | 35 | 36 | 37 | 38 | 39 | 40 |
| --- | --- | --- | --- | --- | --- | --- | --- | --- | --- | --- |
| IMPase cell inh | 1.4 | 3.3 | 13.2 | 5.7 | -12.3 | -1.4 | -1.5 | -9.0 | · | · |
| ALOX15B inhib | -0.8% | · | -0.3% | 3.4% | -7.6% | -14.9% | -17.3% | · | · | · |
| PNC assembly inh | 85.5 | -1.0 | 5.4 | 14.0 | -6.6 | ? | 51.7 | ? | 17.7 | 0.6 |
| ALOX12 inhib | 2.9% | -0.2% | 2.8% | -2.3% | 2.0% | -3.0% | -4.3% | -2.5% | -3.1% | -1.1% |

41) Cc1ccccc1NC(=S)NC(NC(=O)COc1ccccc1)C(Cl)(Cl)Cl (stereo not given)
42) O=[N+]([O-])c1cccnc1N1CCCCC1
43) COc1ccc(N2CCN(Cc3cc(OC)c(O)c([N+](=O)[O-])c3)CC2)cc1
44) O=C(c1cc2c(s1)CCCCC2)N1CCN(c2ncccn2)CC1
45) Cc1ccc(S(=O)(=O)c2c(COC(=O)c3cccc(Cl)c3)c(-c3ccccc3)nn2C)cc1
46) CCOC(=O)C(C(=O)OCC)=C1OC(=O)c2ccccc21
47) CCOC(=O)CC1=NS(=O)(=O)c2ccccc2N1
48) N#Cc1c(N)nc(SCC(=O)OCc2ccccc2)c(C#N)c1-c1ccco1
49) C/C(=C1\SC(N2CCOCC2)=NC1=O)c1ccccc1
50) O=S(=O)(Nc1ccc(S(=O)(=O)N2CCCCCC2)cc1)c1cccs1

| compound no. | 41 | 42 | 43 | 44 | 45 | 46 | 47 | 48 | 49 | 50 |
| --- | --- | --- | --- | --- | --- | --- | --- | --- | --- | --- |
| IMPase cell inh | -24.1 | 4.1 | · | 6.6 | 1.9 | 5.1 | 4.1 | -1.6 | -2.1 | 3.5 |
| ALOX15B inhib | ? | -8.5% | · | -7.8% | -0.9% | 6.4% | -0.3% | -3.9% | -3.1% | -0.5% |
| PNC assembly inh | -22.1 | 7.4 | ? | 36.6 | 18.0 | 2.7 | 4.7 | -3.8 | ? | 4.3 |
| ALOX12 inhib | -4.7% | -0.2% | -6.4% | 0.5% | 4.5% | 1.9% | 2.3% | -12.8% | 5.0% | -2.9% |

51) CC(=O)Nc1ccc(/C=N/NC(N)=S)cc1
52) CCN(CC)C(=O)c1sc2nc(-c3ccc(OC)cc3)cn2c1C
53) COCCNC(=O)Cn1nc(C)c2ccccc2c1=O
54) COc1ccc(CCNC(=O)CC2COc3ccccc3O2)cc1OC (stereo not given)
55) COCCCNC(=O)CSC1=Nc2ccccc2C2=NC(CC(=O)NCc3ccccc3)C(=O)N12 (stereo not given)
56) COC(=O)c1c(NC(=O)c2nc3ncccn3n2)sc(C(=O)N(C)C)c1C
57) O=C(N/N=C/c1ccco1)c1cc(-c2cccc(Br)c2)nc2ccccc12
58) Cc1ccc(C(c2nnnn2C(C)(C)C)N2CCC(C)CC2)cc1 (stereo not given)
59) CCSc1nnc(-c2cccnc2)n1-c1ccc(Cl)c(C)c1
60) CCOC(=O)c1c(C)[nH]c2cc(Br)c(OC)cc12

| compound no. | 51 | 52 | 53 | 54 | 55 | 56 | 57 | 58 | 59 | 60 |
| --- | --- | --- | --- | --- | --- | --- | --- | --- | --- | --- |
| IMPase cell inh | · | 0.5 | -9.2 | -5.4 | -2.1 | -5.8 | · | 4.3 | -4.4 | 0.0 |
| ALOX15B inhib | 6.1%[0.0915 µM] | 3.9% | -6.9% | -0.6% | 13.9% | -0.8% | · | · | 3.4% | -13.0% |
| PNC assembly inh | · | 15.0 | ? | -27.4 | -28.6 | ? | 0.4 | 32.2 | 39.1 | 27.0 |
| ALOX12 inhib | 0.1%[0.00818 µM] | 0.3% | -2.9% | -0.7% | -17.9% | -1.1% | -9.1% | -0.5% | 5.0% | -4.7% |

61) Cc1ccc(S(=O)(=O)Nc2cc(Cl)c(O)cc2C)cc1
62) COc1ccc(C(=O)Nn2c(SCC(=O)N3CCC(C)CC3)nc3ccccc3c2=O)cc1
63) COc1ccc(S(=O)(=O)N(CC(=O)NCc2ccco2)c2ccccc2)cc1
64) COc1ccc(S(=O)(=O)NCc2ccccn2)c(Cl)c1Cl
65) Cc1ccc(S(=O)(=O)N2C(=O)CCC2C(=O)Nn2cnnc2)cc1 (stereo not given)
66) CC(Oc1ccccc1)C(=O)NC1CC(C)(C)NC(C)(C)C1 (stereo not given)
67) O=c1oc(-c2cccs2)nc2sc3c(c12)CCC3
68) CN1CC=C2C(C#N)=C(N)C(C#N)(C#N)C(CCc3ccccc3)C2C1 (stereo not given)
69) CC1CN(CC(O)COC(c2ccccc2)c2ccccc2)CC(C)O1 (stereo not given)

| compound no. | 61 | 62 | 63 | 64 | 65 | 66 | 67 | 68 | 69 |
| --- | --- | --- | --- | --- | --- | --- | --- | --- | --- |
| IMPase cell inh | -4.1 | 8.2 | -2.8 | 2.7 | 1.8 | 2.7 | 1.8 | 4.5 | 4.7 |
| ALOX15B inhib | -13.7% | · | -3.8% | 7.7% | -1.8% | 3.5% | -5.4% | 24.4% | · |
| PNC assembly inh | 19.5 | -10.2 | -17.9 | 12.2 | -13.9 | ? | 35.0 | -14.3 | ? |
| ALOX12 inhib | -24.3% | -1.4% | -4.3% | 0.3% | 0.9% | -3.9% | -1.6% | -4.2% | -5.4% |
